IMPase Li cell = IMPase inhibition in cells with lithium potentiation | CHO-M1 cells, IP1 TR-FRET (IP-One), carbachol + lithium | Potency, µM (highest dose often 59.4 µM), for the others: at the top dose activity, negative = IMPase inhibition, most hits filed as inhibitors | hit rate 0.35% among 210,000 | AID 1457;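 note: IP1 builds up when IMPase is blocked and the TR-FRET signal falls; potency is the fitted concentration of half-maximal effect; plate controls were basal vehicle for no effect and high inhibitor control for full effect; nearly all actives have a fitted effect of over 50% in size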
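CHO-M1, 2000 cells/well, 16–30 h culture; cpd + low Li+, 30 min 37C; lysis with d2-IP1/Eu-anti-IP1 Ab, 10 min RT; TR-FRET 665/620 ratio and 620 channel; AC50 via Hill.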
CBFb-RUNX1 inh = blocks binding between human CBF-beta and RUNX1; AlphaScreen CBFb-His/RUNX1-biotin binding, biochemical; Potency, µM (series often up to 59.8 µM), inactives show at the top dose activity, negative = inhibition, usual class: inhibitors; 230,000 tested, under 10 active; AID 1477; note: % of control where 0% means no effect
Target sequence (Q01196 whole entry, looked up): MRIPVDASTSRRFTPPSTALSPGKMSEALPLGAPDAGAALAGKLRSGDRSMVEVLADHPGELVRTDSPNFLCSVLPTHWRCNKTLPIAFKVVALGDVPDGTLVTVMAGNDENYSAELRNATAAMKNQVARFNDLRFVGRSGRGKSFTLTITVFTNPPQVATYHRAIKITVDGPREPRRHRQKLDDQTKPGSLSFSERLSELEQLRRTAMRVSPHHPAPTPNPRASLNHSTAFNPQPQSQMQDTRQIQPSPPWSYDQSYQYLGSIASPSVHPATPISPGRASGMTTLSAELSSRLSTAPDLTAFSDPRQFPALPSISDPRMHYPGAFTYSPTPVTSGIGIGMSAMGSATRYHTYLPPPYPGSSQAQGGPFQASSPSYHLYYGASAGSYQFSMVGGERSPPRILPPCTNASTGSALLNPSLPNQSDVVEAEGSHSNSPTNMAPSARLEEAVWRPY
Target sequence (Q13951 whole entry, looked up): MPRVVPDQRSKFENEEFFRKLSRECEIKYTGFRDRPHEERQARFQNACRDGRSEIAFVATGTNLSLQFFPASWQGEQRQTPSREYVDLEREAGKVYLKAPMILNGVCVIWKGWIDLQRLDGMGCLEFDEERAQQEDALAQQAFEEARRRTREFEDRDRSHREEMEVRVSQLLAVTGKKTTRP
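CBF-beta (His) and RUNX1 (biotin), 30 nM each; 20 min preassociation; + compound, 15 min; + beads 50 ng each (Ni, streptavidin), 90 min; RT; AlphaScreen read.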
HTT ATP protect = cytoprotection in Huntington HTT-Q103 PC12 cell model | hit rate 0.14% among 230,000 | PC12 HTT-Q103 induced, cytoprotection, ATP luminescence, 40 h | Potency, µM (highest dose often 56.4 µM), for inactives: cytoprotection (ATP increase), actives largely listed as activators;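 note: potency is the fitted concentration of half-maximal effect; % of control where 0% means no effect; nearly all actives have a fitted effect of over 45% in size; toxic huntingtin expression switched on by the ecdysone agonist tebufenozide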
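Huntington model: PC12 line, ecdysone-inducible HTTQ103 exon1–GFP, tebufenozide 100 nM. Test articles in a dose series. Endpoint luminescence from cellular ATP.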
LMNA splice mod = changes lamin A minigene splicing in HeLa cells | HeLa LMNA splicing GFP/RFP minigene ratio, 48 h | hit rate 0.01% among 200,000 | Potency, µM (doses to about 46.1 µM), for inactives: at the highest dose ratio change, negative = inhibition, most hits filed as inhibitors; active = well fitted inhibition curve with a large enough effect in the signal ratio, with a control signal flat, not every such curve was filed as active; inconclusive = small, poorly fitted or top-dose-only effect, or effect the other way, or a change in a side signal; the % refers to the signal ratio; note: potency is the fitted concentration of half-maximal effect; % is set by controls: 0 for no effect and ±100 for the full control effect
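Read-out is the ratio of GFP to DsRed2 object intensity, acquired by 488 nm laser-scanning cytometry on HeLa lamin A-EGFP minigene reporter cells. Compound incubation 48 hrs at 37 °C in Opti-MEM with 2% FBS; DMSO 0.5% final.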
SMN2 splice up = enhancers of SMN2 splice variant expression | HEK293 SMN2-luciferase splicing reporter, luminescence, 30-36 h | Potency, µM (top dose mostly 46.1 µM), for the others: at the highest dose activity change, positive = activation, usual class: activators | hit rate 2.8% among 210,000 | AID 1458; note: potency is the fitted concentration of half-maximal effect; % of control where 0% means no effect; nearly all actives have a fitted effect of over 55% in size
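qHTS luciferase splicing reporter: luminescence rises when SMN2 exon 7 is included in transfected HEK293 cells. Compound exposure lasted 30-36 h at 37C, with 4.5 mM final sodium butyrate as control, followed by a ONE-Glo read.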
HTT aggregate = inhibitors of mutant huntingtin aggregate formation in PC12 cells; Potency, µM (series often up to 46.1 µM), for the others: at the top dose activity change, negative = inhibition, usual class: inhibitors; hit rate 1.1% among 220,000; AID 1688; PC12 HttQ103-GFP aggregates, Acumen cytometry, 40 h; note: potency is the fitted concentration of half-maximal effect; % is set by controls: 0 for no effect and ±100 for the full control effect; nearly all actives have a fitted effect of over 60% in size
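Aggregates are detected as GFP objects 1–25 µm with signal 6 STDEV over background in lysates of induced PC12 cells. These carry Huntingtin exon 1 with 103 glutamines fused to GFP under an ecdysone promoter; compounds titrated.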
Luc counter = counter-screen: inhibitors of Kinase-Glo firefly luciferase | Q27757 | Kinase-Glo luciferase, ATP luminescence, 8 min | Potency, µM (highest dose often 38.3 µM), for inactives: at the highest dose activity change, negative = inhibition, usual class: inhibitors | hit rate 0.28% among 200,000; note: potency is the fitted concentration of half-maximal effect; % is set by controls: 0 for no effect and ±100 for the full control effect; nearly all actives have a fitted effect of over 60% in size
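Luminescence was the read-out, taken after 8-minute incubation at ambient temperature. Luciferase turned over luciferin with 10 uM ATP in imidazole pH 7.2 buffer containing KCl, MgCl2, Tween 20 and BSA.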
Starred values were filed as active, the others as inactive; ? = inconclusive; nt = not tested or not shown; [ ] = dose if it differs, or a comment. Unless noted, calls come from the whole dose curve; as a rule, active = well fitted curve in the direction sought with a large enough effect; inconclusive = small, poorly fitted or top-dose-only effect, or another doubt; inactive = no such curve, though single readings can be large; an effect the other way counts as inactive or inconclusive. No enrichment for hits. About 4% of those tested had a hit in this group.

1. Cn1cnc2c(=O)[nH]cc([N+](=O)[O-])c21
2. CSc1nc2ccc(NC(=O)c3ccc(F)c(F)c3)cc2s1
3. CC[C@H](C)[C@H](NC(N)=O)C(=O)NCCc1ccc(OC)cc1
4. NC(=O)CS(=O)(=O)c1nc2ccccc2n1Cc1ccccc1F
5. COc1cccc(-n2c(Cc3cc(=O)[nH]c(=O)[nH]3)nnc2SC(C)C)c1
6. COc1ccc(NC(=O)/C(Cl)=C(/Cl)S(=O)Cc2ccc(C)cc2)cn1 (configuration not stated)
7. CN(C)c1ccc(-c2nn3c(C4CCCCC4)nnc3s2)cc1
8. COc1ccc(-n2c(Cc3cccn3C)nnc2SCC(=O)NCC2CCCO2)cc1 (configuration not stated)

compound no. | 1 | 2 | 3 | 4 | 5 | 6 | 7 | 8
IMPase Li cell | -1% | 14% | nt | 14%[38.3 µM] | 4%[38.3 µM] | 44%[activator][38.3 µM] | 19%[38.3 µM] | 25%[38.3 µM]
CBFb-RUNX1 inh | -21% | 9% | 0% | 6% | 3% | 7% | 4% | -4%
HTT ATP protect | -34% | -34%[10 µM] | -8%[10 µM] | 25µM* | -12% | ? | -4% | -8%
LMNA splice mod | nt | -4%[46 µM] | nt | ? | -1% | ? | 0% | -9%
SMN2 splice up | 28% | 16µM* | nt | 12% | -9% | -82%[inhibitor] | 22% | -5%
HTT aggregate | 3% | 0% | -3%[9.22 µM] | 16% | 8% | nt | -1% | 4%
Luc counter | 0% | 7% | nt | -5% | 3% | 0% | -6% | 0%

9. CC(=O)N1c2ccccc2N2C(c3c(C)c(C)cc(C)c3C)=NON12
10. CCCc1cc(=O)oc2cc(OCC(=O)NCc3cccs3)ccc12
11. COc1ccc(C2C(C(=O)OC(C)C)=C(C)N=c3s/c(=C\c4cccs4)c(=O)n32)cc1 (configuration not stated)
12. C#CCNC(=O)C1=C[C@H](c2ccc(Br)cc2)[C@@H](CCCO)[C@H](OCC)O1
13. CCOC(=O)c1c(C)nc2c(c1-c1ccccc1)C(=O)c1ccccc1-2
14. CCOP(=O)(OCC)c1nc(-c2ccc(Cl)cc2Cl)oc1N1CCOCC1
15. O=C(COC(=O)c1ccc(S(=O)(=O)Nc2ccccc2)cc1)NCCN1C(=O)CSC1=O
16. CC1(C)Cc2cccc(C(=O)Nc3ccc(F)cc3F)c2O1

compound no. | 9 | 10 | 11 | 12 | 13 | 14 | 15 | 16
IMPase Li cell | 10% | -3% | 8%[38.3 µM] | 0% | 20%[38.3 µM] | -4% | -6%[38.3 µM] | nt
CBFb-RUNX1 inh | 3% | 1% | -5% | 23% | -15% | 2% | 10% | 18%
HTT ATP protect | -78%[inhibitor] | 33%[10 µM] | -14% | 15%[10 µM] | -41%[inhibitor] | -56%[inhibitor] | 17%[10 µM] | 2%[10 µM]
LMNA splice mod | ? | 5% | 9% | nt | -9% | ? | 12% | nt
SMN2 splice up | -15% | 1% | -6% | nt | -10% | 8% | 17% | nt
HTT aggregate | -30% | -5% | 5% | 10%[9.22 µM] | -4% | 8% | -1% | -3%[9.22 µM]
Luc counter | 1% | 1% | 1% | nt | -1% | 5% | 1% | nt

17. O=C(COC(=O)c1c(Cl)ccc(Cl)c1Cl)NC1CCS(=O)(=O)C1 (configuration not stated)
18. COc1ccc(-c2cc(C(=O)N3CCN(c4ncccn4)CC3)c3ccccc3n2)c(OC)c1
19. N#CCC1c2ccccc2CCN1C(=O)Nc1cccc(C(F)(F)F)c1 (configuration not stated)
20. CN(C)c1ccc(C(=O)OCC(=O)NCC2CCCO2)cc1 (configuration not stated)
21. CCCc1nnc(SCC(=O)N2CCCC(C)C2)n1CCOC (configuration not stated)
22. O=C(CN1CCSCC1)N1CCc2[nH]c3ccc(Br)cc3c2C1
23. Cc1ccc(CNC(=O)C(C)OC(=O)c2cccs2)cc1 (configuration not stated)
24. Cc1cccc2sc(N(CCN(C)C)C(=O)c3cc(Cl)sc3Cl)nc12

compound no. | 17 | 18 | 19 | 20 | 21 | 22 | 23 | 24
IMPase Li cell | -3% | 4% | 0%[38.3 µM] | 17%[38.3 µM] | -2% | 11% | 3%[38.3 µM] | 30%[activator]
CBFb-RUNX1 inh | -3% | -4% | 2% | 1% | -16% | 3% | 1% | 4%
HTT ATP protect | -24%[10 µM] | -12%[0.074 µM] | -8% | 5% | -47%[inhibitor] | 4%[10 µM] | -3% | ?
LMNA splice mod | 2%[46 µM] | ? | 6% | 14% | -2%[46 µM] | 0% | 9% | -8%
SMN2 splice up | -1% | -5% | -28% | -1% | -13% | -25% | 1% | -6%
HTT aggregate | 2% | 3% | -17% | 13% | -2% | 7% | 12% | -33%
Luc counter | 0% | 1% | -1% | 1% | 1% | 8% | 3% | 4%

25. Cc1cc(C)c2[nH]c(=O)c(C(c3nnnn3Cc3ccc4c(c3)OCO4)N3CCC(C)CC3)cc2c1 (configuration not stated)
26. Cc1cc(C(=O)N(C)C)sc1-c1ccccc1
27. COc1ccc(S(=O)(=O)c2cnc3ccccc3n2)cc1
28. O=C(O)[C@H]1CC=C[C@H]2CCN(Cc3ccc(Cl)c(Cl)c3)C(=O)[C@@H]12
29. COC(=O)CCCC(=O)Nc1ccc(Cl)c(Cl)c1
30. COc1cccc(-n2cnnn2)c1
31. Nc1[nH]c(N=NC(=O)c2ccc(Cl)cc2)c2ccccc12
32. O=C(CSc1c2c(nc3ccccc13)CCCC2)NCc1ccco1

compound no. | 25 | 26 | 27 | 28 | 29 | 30 | 31 | 32
IMPase Li cell | 2% | -7% | 1% | 13% | 7% | -13%[38.3 µM] | -3% | -7%
CBFb-RUNX1 inh | 1% | 5% | 16% | -3%[89.1 µM] | 0% | 6% | -5% | -17%
HTT ATP protect | 14%[10 µM] | -47%[inhibitor][10 µM] | ? | nt | 8%[10 µM] | 15% | -12%[10 µM] | ?
LMNA splice mod | -8% | 3% | -12%[46 µM] | nt | -2% | -1% | -14% | nt
SMN2 splice up | -31%[inhibitor] | 10µM* | 13% | nt | -3% | -13% | ? | nt
HTT aggregate | -23% | 9% | ? | nt | -9% | -4% | ? | 13µM*
Luc counter | -1% | 2% | 0% | 2%[39.9 µM] | 4% | 1% | -3% | nt

33. CCNS(=O)(=O)c1ccc(CCC(=O)O)cc1
34. Cc1c(Br)c([N+](=O)[O-])nn1C(C)C(=O)NCc1ccco1 (configuration not stated)
35. CC(=O)N1N=C(c2ccc(C)o2)CC1c1cccc(F)c1 (configuration not stated)
36. CCCNC(=O)CC(NS(=O)(=O)c1ccc(Cl)cc1)c1ccco1 (configuration not stated)
37. c1ccc(C(c2nnnn2Cc2ccco2)N2CCN(C3CCCC3)CC2)cc1 (configuration not stated)
38. CC1CCN(c2c(NCC3CCC(C(=O)Nc4ccccn4)CC3)c(=O)c2=O)CC1 (configuration not stated)
39. COCCCNC(=S)N1CCN(S(=O)(=O)c2ccc(OC)cc2)CC1
40. CC12COC3(C(=O)Nc4ccccc4)CC1CCC32C (configuration not stated)

compound no. | 33 | 34 | 35 | 36 | 37 | 38 | 39 | 40
IMPase Li cell | -2% | nt | 2% | -15%[38.3 µM] | 24%[38.3 µM] | 10% | 7% | 6%
CBFb-RUNX1 inh | -5% | 1% | -2% | -3% | -4% | 7%[2.36 µM] | -3% | 8%
HTT ATP protect | nt | 6%[10 µM] | 30%[10 µM] | -6% | 24%[10 µM] | nt | -16% | -18%[10 µM]
LMNA splice mod | -11%[46 µM] | -8% | -6%[46 µM] | 3% | 4% | -2% | nt | 14%[46 µM]
SMN2 splice up | 17% | nt | -3% | -3% | 20% | 26% | 0% | nt
HTT aggregate | 9% | -22% | 21%[9.22 µM] | 5% | 16% | 6% | 18% | 4%[9.22 µM]
Luc counter | -2% | nt | 1% | 0% | -2% | 1% | -2% | 0%

41. CCCCN1C(=O)CN(CCc2ccccc2)C(=O)C1c1ccc(OC)cc1 (configuration not stated)
42. CSCC[C@H](NC(=O)OC(C)(C)C)C(=O)N1CCC(C(=O)N[C@@H](C)C(=O)O)CC1
43. CCOC(=O)C1C(=O)CC(C)(O)C(C(=O)OCC)C1c1cccs1 (configuration not stated)
44. Cc1ccc(-c2n[nH]c(S(C)(=O)=O)c2C#N)cc1
45. COc1ccc(C(=O)Nc2cccc(C(=O)NCc3ccco3)c2)cc1
46. CCCCCCNC(=O)CCNS(=O)(=O)c1ccc(C)cc1
47. COc1ccc(-c2nc3ccccc3o2)cc1NC(=O)c1ccc(Br)o1
48. CC(C)(C)c1cc(C(=O)NNc2cc(C(F)(F)F)ccc2Cl)n(Cc2ccccc2)n1

compound no. | 41 | 42 | 43 | 44 | 45 | 46 | 47 | 48
IMPase Li cell | -10%[38.3 µM] | 1%[38.3 µM] | 29%[38.3 µM] | nt | 2% | 4% | -4%[38.3 µM] | nt
CBFb-RUNX1 inh | 1% | 12% | 0% | 5% | 2% | 22% | -4% | 6%
HTT ATP protect | -14% | -4% | 4% | 29%[10 µM] | 4%[10 µM] | 1% | -47%[inhibitor] | 10%[10 µM]
LMNA splice mod | 13% | 4% | 1% | nt | 14%[46 µM] | nt | 5% | nt
SMN2 splice up | 9% | 18% | 28% | nt | nt | -17% | 6% | nt
HTT aggregate | 14% | 3% | 0% | 12%[9.22 µM] | -1%[9.22 µM] | 0% | 21% | -8%[9.22 µM]
Luc counter | 0% | -3% | 22% | nt | -8% | 1% | -3% | nt

Source: PubChem
